TIM10 inh: inhibits growth of TIM10 yeast strain; S. cerevisiae TIM10 strain growth, BacTiter-Glo luminescence, 24 h; inhibition, % at 10 µM; 330,000 tested, 1.4% active; AID 463195;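 active means inhibition of 40% or more at the single tested concentration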;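 further: wild-type TIM10 isogenic control strain grown at permissive 25 °C; 0% = DMSO yeast wells and 100% = minimal medium wells without yeast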
Mdm2-MdmX inh: inhibitors of human Mdm2/MdmX interaction; SaOS-2 split-luciferase Mdm2/MdmX complementation, luminescence; inhibition, % at 8 µM; 330,000 tested, 3% active; AID 485346;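 active means inhibition of at least 50% at 8 µM in the primary screen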
Target sequence (O15151 whole entry, looked up): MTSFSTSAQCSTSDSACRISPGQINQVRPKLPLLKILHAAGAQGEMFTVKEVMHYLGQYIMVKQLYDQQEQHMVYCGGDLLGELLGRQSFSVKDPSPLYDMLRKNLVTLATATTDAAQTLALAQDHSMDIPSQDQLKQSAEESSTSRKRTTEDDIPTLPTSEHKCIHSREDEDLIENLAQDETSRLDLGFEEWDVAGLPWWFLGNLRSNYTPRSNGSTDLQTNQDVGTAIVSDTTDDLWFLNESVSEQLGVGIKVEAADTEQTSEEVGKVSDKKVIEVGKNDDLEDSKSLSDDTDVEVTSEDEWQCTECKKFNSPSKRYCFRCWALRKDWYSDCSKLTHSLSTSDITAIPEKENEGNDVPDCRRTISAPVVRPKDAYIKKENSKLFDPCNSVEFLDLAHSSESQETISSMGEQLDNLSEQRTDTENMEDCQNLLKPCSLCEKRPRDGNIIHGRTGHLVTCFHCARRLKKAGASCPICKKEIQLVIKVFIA
Target sequence (Q00987 whole entry, looked up): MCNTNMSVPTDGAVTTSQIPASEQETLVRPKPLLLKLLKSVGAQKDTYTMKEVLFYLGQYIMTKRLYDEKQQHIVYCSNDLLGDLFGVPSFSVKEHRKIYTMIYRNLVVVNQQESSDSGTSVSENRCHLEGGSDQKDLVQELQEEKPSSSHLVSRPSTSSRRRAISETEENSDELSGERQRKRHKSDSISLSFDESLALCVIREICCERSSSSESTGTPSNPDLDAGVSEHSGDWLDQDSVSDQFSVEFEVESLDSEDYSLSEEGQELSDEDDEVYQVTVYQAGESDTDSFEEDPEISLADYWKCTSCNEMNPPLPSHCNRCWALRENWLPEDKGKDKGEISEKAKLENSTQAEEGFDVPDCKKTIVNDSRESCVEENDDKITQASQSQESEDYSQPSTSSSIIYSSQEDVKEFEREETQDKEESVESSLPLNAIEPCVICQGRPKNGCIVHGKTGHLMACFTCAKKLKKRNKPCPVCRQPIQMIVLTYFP
XBP1 UPR activ: activators of adaptive arm of unfolded protein response (XBP1); CHO-XBP1 luciferase reporter, IRE1-XBP1 UPR activation, luminescence; percent of tunicamycin response, DMSO as zero; activation, % at 20 µM; 330,000 tested, 0.33% active;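 active means versus positive control, 20 µM dose yields 30% or more activation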;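 further: 100% = tunicamycin at 10 µg/mL and 0% = DMSO only wells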
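incubation = overnight seeding at 37 °C, 6 h compound treatment at 37 °C | assay system = CHO-XBP1 cells stably carrying IRE1-XBP1-driven luciferase reporter | input = 1000 cells per well | detection = luciferase luminescence | dosing = single point, 20 µM final compound, 1% DMSO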
tim23-1 inh: growth inhibitors of tim23-1 mutant yeast; S. cerevisiae tim23-1 growth, BacTiter-Glo luminescence, 24 h; inhibition, % at 20 µM; 330,000 tested, 1.3% active;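 active means growth inhibition of the mutant yeast at or above 50%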;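 further: temperature-sensitive mutant grown at 25 °C; plate controls were DMSO-treated mutant yeast for no effect and medium wells lacking yeast for full effect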
NLRP3 yeast inh: inhibitors of NALP3 inflammasome in yeast | Yeast reconstituted NLRP3/ASC/caspase-1, beta-gal luminescence, 24 h | inhibition, % at 10 µM | 330,000 tested, 0.39% active | AID 2825;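 active means inhibition of 50% or more; inactive means inhibition below 50%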;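 further: plate controls were induced DMSO wells for no effect and uninduced yeast grown without galactose for full effect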
APJ agonist: agonists of human APJ apelin receptor; 330,000 tested, 0.11% active; AID 2520; activation, % at 20 µM; CHO-K1 APJ PathHunter beta-arrestin, luminescence; 0% DMSO wells, 100% apelin;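 active means activation more than six SD over the plate average, tested at 20 µM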;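 further: 0% = DMSO alone and 100% = apelin-13 at 10 nM; some results filed as inactive read as strong as hits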
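Test system: CHO-K1 APJ beta-arrestin complementation cell line. Amount: cell density 1000 per well. Controls: DMSO negative, 10 nM Apelin-13 positive. Signal: luminescent beta-gal fragment complementation, chemiluminescent substrate. Read-out basis: agonist-driven arrestin binding to APJ. Timing: compound stimulation 90 min at 25 °C, detection 60 min.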
tim10-1 inh: growth inhibitors of tim10-1 mutant yeast. inhibition, % at 20 µM. S. cerevisiae tim10-1 ts strain growth, BacTiter-Glo, 24 h. AID 463190. 330,000 tested, 2.2% active;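 active means inhibition of at least 40%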;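 further: mutant grown at 25 °C; 0% = DMSO wells with yeast and 100% = wells holding no yeast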
CHOP UPR activ: apoptotic UPR (CHOP) activation. CHO-CHOP luciferase reporter, luminescence; percent of tunicamycin response over DMSO baseline. activation, % at 10 µM. 330,000 tested, 0.34% active;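 active means at 10 µM dose, activation of 40% or more, normalized to positive control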;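 further: 100% = tunicamycin at 10 µg/mL and 0% = DMSO alone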
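Material: CHO-CHOP cells, stable luciferase reporter of PERK-eIF2a-CHOP signalling; quantity: 500 reporter cells seeded per well; buffer or medium: F12 medium containing 10% fetal bovine serum; compound: one dose, 10 µM in 0.5% DMSO; incubation: 6 h compound treatment, 37 °C; measured by: Steady-Glo luciferase luminescence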
NR3A LBD binder: NR3A (human) ligand-binding domain modulation; NR3A LBD differential scanning fluorimetry, Tm shift; 0% = protein alone, 100% = glycine-bound protein; Tm shift relative to glycine control, % at 25 µM; 340,000 tested, 2.5% active; AID 1259313;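 active means melting temperature shift of at least 10% of the positive control shift, at one fixed dose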
The depositor's hits bear a star.

SMILES | TIM10 inh | Mdm2-MdmX inh | XBP1 UPR activ | tim23-1 inh | NLRP3 yeast inh | APJ agonist | tim10-1 inh | CHOP UPR activ | NR3A LBD binder
O=C(c1ccccc1)N1CN2CN(C(=O)c3ccccc3)CC([N+](=O)[O-])(C2)C1 | 12 | -18 | -3 | 7 | -2 | -3 | 15 | -2.0 | -1
Cc1ccc(CNC(=O)COC(=O)C2CCN(S(=O)(=O)c3cccs3)CC2)cc1 | 6 | 9 | -2 | 16 | 6 | -3 | 8 | 4.0 | 1
Cc1cccc(CNC(=O)c2cc(S(=O)(=O)N3CCOCC3)cn2C)c1 | 5 | 19 | -2 | 10 | 2 | -4 | 13 | 3.1 | -2
CC(=O)c1c(C)nn(CC(O)Cn2c3c(c4cc(C)ccc42)CCCC3=O)c1C (stereo not drawn) | 30 | 9 | -3 | 14 | 9 | -5 | 27 | 2.8 | -1
O=C(CN1CCC(NC(=O)C2CCCCC2)CC1)NCc1ccco1 | -8 | 14 | -1 | -11 | 18 | -2 | -8 | -0.8 | -2
COC(c1ccccc1)c1nnc(CCC(=O)N(C)C(C2CC2)C2CC2)o1 (stereo not drawn) | 10 | -105 | 2 | 7 | -17 | -1 | 13 | 5.9 | 1
Cc1cc2cc(CNC(=S)NC3CCCCC3)ccc2n1C | 16 | 18 | 0 | 32 | 7 | -4 | 5 | 1.6 | 5
CCC1(C(=O)c2ccccc2)C(c2cccc([N+](=O)[O-])c2)C1(C(=O)OC)C(=O)OC (stereo not drawn) | 24 | 22 | -3 | 26 | 18 | -2 | 31 | 0.9 | -4
Cn1c(=O)[nH]c2nc[nH]c2c1=O | 6 | 2 | -8 | 13 | 2 | 7 | 19 | -1.8 | -1
COC(=O)Cc1nnc(Nc2cccc(C)c2)c2ccccc12 | 28 | 1 | -2 | 35 | -10 | 2 | 18 | 1.2 | -2
Cc1ccc(C(=O)N/C(=C/c2ccco2)C(=O)O)cc1 | -6 | 6 | -1 | 16 | 12 | 1 | 5 | -1.1 | 0
CCCC[C@@H](CNC)NC[C@H](NCCCCC1CCCCC1)C(C)C | 6 | 98* | 25 | 11 | 28 | -1 | -1 | 6.0 | 1
Cn1c(=O)n(C)c2cc(/C=C3/SC(=O)N(CC(=O)N4CCOCC4)C3=O)ccc21 | 10 | 12 | 3 | 2 | 10 | 1 | -16 | 1.3 | -1
CCCCCc1cc(=O)oc2c(C(CCN(CC)CC)c3ccc(OC)cc3)c(OC)cc(OC)c12 (stereo not drawn) | 13 | 100* | 3 | 39 | 16 | 5 | 11 | 3.5 | -5
CCCNC(=S)Nc1ccc(Br)cc1 | 3 | -7 | -1 | 21 | -17 | 5 | 20 | 1.1 | -3
CC(C)Oc1ccc(C(=O)OCC(=O)NCCNC(=O)COC(=O)c2ccc(OC(C)C)cc2)cc1 | 3 | 6 | -6 | 12 | 5 | 3 | 7 | 1.4 | -6
CN(C)CCCNc1ccc(-c2nn(C)c(=O)c3ccccc23)cc1[N+](=O)[O-] | 18 | 32 | -1 | -6 | 14 | -2 | 3 | -0.6 | 1
CN(CCc1ccccc1)C1CCCN(S(=O)(=O)CC(F)(F)F)C1 (stereo not drawn) | 12 | 10 | -7 | 8 | -3 | -2 | 12 | 2.1 | 0
C[C@@H]1CN(c2c(F)c(F)c3c(=O)c(C(=O)O)cn(C4CC4)c3c2F)C[C@H](C)N1 | -4 | -30 | -2 | 9 | 17 | 2 | 10 | -0.8 | 0
COc1ccc(-n2cc(-c3ccccc3)c3c(N4CCN(CCO)CC4)ncnc32)cc1 | 23 | 51* | 2 | 35 | 11 | -1 | 15 | 2.1 | -5
FC(F)(F)c1cccc(Oc2nc(-c3ccccc3)nnc2C(F)(F)F)c1 | 46* | 7 | 0 | 55* | 8 | -4 | 54* | 4.5 | -1
COc1ccc(OCC(=O)N2CCN(C(=O)COc3ccccc3)CC2)cc1 | -4 | 29 | -1 | 9 | -3 | 5 | 13 | -1.4 | -1
CC(=O)NCC(=O)N1CCCC(C(=O)c2ccc(Oc3ccccc3)cc2)C1 (stereo not drawn) | 9 | 0 | 1 | 18 | 16 | -4 | 22 | -0.8 | 0
CCC1(C(=O)OC)CCc2c(cc(OC)c3ccccc23)C1=O (stereo not drawn) | -12 | 13 | 0 | 14 | 18 | -3 | -12 | -0.3 | -1

Reformatted: entries from further up.
Order of values: TIM10 inh	Mdm2-MdmX inh	XBP1 UPR activ	tim23-1 inh	NLRP3 yeast inh	APJ agonist	tim10-1 inh	CHOP UPR activ	NR3A LBD binder
CC(C)Oc1ccc(C(=O)OCC(=O)NCCNC(=O)COC(=O)c2ccc(OC(C)C)cc2)cc1
  3	6	-6	12	5	3	7	1.4	-6
COC(c1ccccc1)c1nnc(CCC(=O)N(C)C(C2CC2)C2CC2)o1 (stereo not drawn)
  10	-105	2	7	-17	-1	13	5.9	1

(list continues)
SMILES | TIM10 inh | Mdm2-MdmX inh | XBP1 UPR activ | tim23-1 inh | NLRP3 yeast inh | APJ agonist | tim10-1 inh | CHOP UPR activ | NR3A LBD binder
Cc1ccc(NC(=S)N(Cc2cccc(Br)c2)CC2CCC(C(=O)O)CC2)cc1 (stereo not drawn) | 17 | 6 | 1 | 21 | 16 | -2 | 10 | 0.3 | 13*
Cc1ccccc1N1C(=O)CC(N(O)c2ccccc2)C1=O (stereo not drawn) | 7 | -7 | 9 | 19 | 19 | 12 | 18 | 7.5 | 1
Cc1ccc(NC(=S)N(Cc2ccc(Cl)cc2)Cc2ccc(C(=O)O)cc2)cc1Cl | 6 | 2 | 7 | 15 | -6 | -2 | 20 | 0.1 | -1
CC(C)[C@H](NC(=O)Nc1ccc(Oc2ccccc2)cc1)C(=O)O | 1 | 20 | -2 | 3 | 12 | -3 | -5 | -1.5 | -1
CC1CCc2sc3ncnc(N4CCN(CCO)CC4)c3c2C1 (stereo not drawn) | 0 | 9 | -1 | 0 | 14 | -3 | -1 | 1.6 | 0
O=C(OCc1cc(=O)n2ccsc2n1)C1(c2ccc(Cl)cc2)CC1 | 0 | -13 | 5 | 36 | 29 | -2 | 40 | -0.9 | -2
COC(C/C=C/C(=O)[C@H](C)OCc1ccccc1)OC | 46* | -15 | -1 | 47 | 11 | 4 | 52* | 2.2 | -1
NC(=O)CSc1nc2ccccc2c(=O)n1CCc1ccccc1 | -10 | 12 | 0 | 7 | 12 | -2 | -14 | 4.3 | 2
Cc1ccc(N(CC(=O)Nc2ccc(C)cn2)S(=O)(=O)c2c(C)nn(C)c2C)cc1 | 7 | -9 | 1 | 22 | 3 | 0 | 25 | -2.5 | -1
CCOc1cc(N2CCOCC2)c(OCC)cc1NC(=O)COC(=O)c1ccc([N+](=O)[O-])o1 | -174 | -6 | -1 | 25 | 10 | 3 | -131 | 15 | 0
Cn1c(=O)[nH]c(NC2CCCCC2)c(N=O)c1=O | 7 | 8 | 0 | -5 | 4 | -2 | 16 | 1.0 | 2
C[C@H](C[C@H](O)[C@H]1OC1(C)C)C1=C2C[C@H](O)C3[C@@]4(C)CCC(=O)C(C)(C)C4CC[C@]3(C)[C@@]2(C)CC1 (stereo partly drawn) | 9 | 36 | 2 | 37 | 17 | 1 | 11 | 2.2 | -4
CCOc1ccc(NC(=O)COc2nsnc2N2CCCCC2)cc1 | 6 | 2 | -2 | -14 | 6 | -5 | -1 | -1.8 | -1
CN1CCN(c2nc3c(c(=O)[nH]c(=O)n3C)n2CCSc2nc3ccccc3s2)CC1 | -1 | 1 | 1 | 0 | 13 | -2 | -5 | -0.3 | 0
Clc1cccc(OCCn2cncn2)c1Cl | 9 | 33 | -2 | -8 | 20 | -6 | -9 | 0.1 | 3
Cc1cc(C(C)(C)C)oc1C(=O)OCC(=O)NC1CCCCC1 | 23 | -5 | 4 | 35 | 29 | -2 | 6 | 0.5 | -1
COc1ccc(NC(=O)c2sc(SCc3ccccc3)nc2N)cc1 | 10 | 1 | 0 | 7 | 16 | -5 | 5 | 1.0 | -14
CCOc1ccc(N2CC(C(=O)NCc3ccccn3)CC2=O)cc1 (stereo not drawn) | -1 | -5 | 7 | -2 | 6 | 1 | -7 | 1.3 | -2
c1cncc(-c2nc3ccccc3o2)c1 | 8 | -9 | 6 | 15 | 4 | -3 | 13 | 5.3 | 2
COc1ccc(C(F)(F)F)cc1N/C=C/c1nnnn1-c1ccc2ccccc2c1 | -5 | 8 | -4 | 19 | 15 | 2 | 2 | -1.9 | -4
O=C(CCC(=O)OCc1cccc([N+](=O)[O-])c1)Nc1ccc(F)cc1 | 1 | -8 | 3 | 16 | 11 | -2 | 14 | -1.1 | -5
O=C(CN1C(=O)NC2(CCCCC2)C1=O)Nc1ccc(S(=O)(=O)N2CCOCC2)cc1 | 12 | -19 | -2 | 14 | 18 | 1 | -3 | 3.4 | 2
CCOC(=O)c1[nH]c2ccc(OC)cc2c1NC(=O)c1ccc2c(c1)OCO2 | 14 | -8 | 1 | 12 | 39 | -4 | 26 | 0.2 | 2
CCC1CCCCN1C(=O)CSc1n[nH]c(N)n1 (stereo not drawn) | -1 | 0 | 2 | 0 | 7 | -5 | -17 | 0.1 | -1
CCCCn1c(N)c(N(CC(C)C)C(=O)c2cc3c(s2)CCCCC3)c(=O)[nH]c1=O | 14 | 0 | 1 | 15 | -4 | 6 | 9 | -0.6 | -4
O=C(NC1CC(=O)N(c2ccccc2)C1)N1CCN(C(=O)c2ccco2)CC1 (stereo not drawn) | 1 | 5 | -1 | -1 | 13 | 3 | 23 | -0.2 | 0
CC1(C)CC(=O)C2=C(C1)N(c1cccc(O)c1)C1=C(C2)C(=O)CC(C)(C)C1 | 14 | 21 | 18 | 7 | -4 | 1 | 14 | 29 | 5
Oc1ccc2oc3c(c2c1/C=N/n1cnnc1)CCCC3 | 10 | 43 | 6 | 9 | 25 | 0 | 27 | 0.3 | -2
CCOC(=O)c1c(NC(=O)Cn2c(=O)oc3ccccc32)oc(C)c1C(C)=O | -3 | 14 | 0 | 10 | 13 | -6 | 4 | -2.5 | 0
COc1ccc(CN(C)CC(=O)Nc2ccc(N3CCOCC3)cc2)cc1OC | 1 | -9 | -1 | 7 | 13 | 0 | 8 | 1.4 | 0
CCOc1ccc(NC(=S)N(CCc2c(C)[nH]c3ccccc23)Cc2cccnc2)cc1 | 1 | 20 | -4 | 13 | 10 | -3 | 14 | -0.5 | -9
COc1ccccc1Nc1nc(N)nc(CSc2nc(C)cc(C)n2)n1 | 11 | 4 | 6 | 8 | 9 | -1 | 24 | -1.3 | -1
O=C(CCc1nnc(C2CCCCC2)o1)N1CCN(Cc2ccccc2)CC1 | 13 | -4 | -1 | -7 | 11 | -2 | 12 | 3.1 | 0
CC(C)C(=O)Nc1ccc(N2CCN(c3ccc(F)cc3)CC2)cc1 | -13 | 9 | -3 | 15 | 13 | -1 | -16 | -1.3 | 0

An excerpt from above in order of their number in TIM10 inh, ascending.
Structure	TIM10 inh	Mdm2-MdmX inh	NLRP3 yeast inh	APJ agonist	NR3A LBD binder
CCOc1cc(N2CCOCC2)c(OCC)cc1NC(=O)COC(=O)c1ccc([N+](=O)[O-])o1	-174	-6	10	3	0
NC(=O)CSc1nc2ccccc2c(=O)n1CCc1ccccc1	-10	12	12	-2	2
Cn1c(=O)[nH]c(NC2CCCCC2)c(N=O)c1=O	7	8	4	-2	2
COC(=O)Cc1nnc(Nc2cccc(C)c2)c2ccccc12	28	1	-10	2	-2

Hits appear at their usual frequency; overall some 8.2% were active at least once.
